# High-throughput results (PubChem BioAssay)
# POLI inh = DNA polymerase iota (human) inhibition. AID 588590. Pol iota fluorescent replication assay, 10 min. 390,000 compounds, 1% hits. Q9UNA4. Potency, µM (series often up to 115 µM), inactives show at the highest dose activity, negative = inhibition, actives largely listed as inhibitors
# Target sequence (Q9UNA4 whole entry, looked up): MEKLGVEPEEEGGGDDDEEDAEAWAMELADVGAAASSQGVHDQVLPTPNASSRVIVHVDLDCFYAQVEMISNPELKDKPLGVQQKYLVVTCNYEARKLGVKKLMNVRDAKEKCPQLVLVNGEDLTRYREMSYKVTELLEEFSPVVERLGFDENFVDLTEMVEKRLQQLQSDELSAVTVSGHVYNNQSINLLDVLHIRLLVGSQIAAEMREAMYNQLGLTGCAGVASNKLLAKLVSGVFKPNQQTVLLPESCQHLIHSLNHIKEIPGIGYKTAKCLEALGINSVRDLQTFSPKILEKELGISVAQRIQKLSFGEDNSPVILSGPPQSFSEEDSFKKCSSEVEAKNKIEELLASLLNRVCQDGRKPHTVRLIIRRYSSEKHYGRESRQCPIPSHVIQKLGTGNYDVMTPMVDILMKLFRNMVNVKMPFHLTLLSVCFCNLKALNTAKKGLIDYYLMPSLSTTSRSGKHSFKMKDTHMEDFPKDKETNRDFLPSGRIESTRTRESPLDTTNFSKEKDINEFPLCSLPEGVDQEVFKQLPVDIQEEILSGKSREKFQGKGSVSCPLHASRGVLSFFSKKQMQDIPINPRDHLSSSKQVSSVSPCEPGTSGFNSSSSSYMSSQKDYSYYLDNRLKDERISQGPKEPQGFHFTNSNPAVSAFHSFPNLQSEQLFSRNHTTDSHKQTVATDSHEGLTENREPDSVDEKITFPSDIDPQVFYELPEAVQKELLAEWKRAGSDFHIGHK
#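 Fluorescent replication assay read twice, at 0 min and 10 min after adding 50 nM (final) substrate. Enzyme (10 nM) and compounds were first incubated 15 min at room temperature; enzyme-free buffer wells were negative controls.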
# GLS inh = blocks human kidney-isoform glutaminase activity. GLS enzymatic activity, qHTS titration. 410,000 compounds, 0.21% hits. Potency, µM (top dose mostly 45.5 µM), for the others: at the top dose activity change, negative = inhibition, hits mostly inhibitors. O94925; also: % is scaled to controls: 0 for no effect and ±100 for the full control effect
#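 Coupled fluorescence readout: glutamate oxidase/HRP/Amplex Red detect glutamate formed by hKGA from L-glutamine (1 mM solution added). Buffer 45 mM KH2PO4 pH 8.2, 0.02% Tween-20; reads at t0 and 30 min RT.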
# Pin1 inhibitor = blocks the human prolyl isomerase Pin1 | Q13526 | Potency, µM (top dose mostly 115 µM), for inactives: at the highest dose activity, negative = inhibition, actives largely listed as inhibitors | 390,000 compounds, 0.009% hits | AID 504891 | Pin1 FP peptide displacement, HiFluor488, 10 min; active = well fitted inhibition curve with a large enough effect in the polarisation, with a control signal flat, not every such curve was filed as active; inconclusive = small, poorly fitted or top-dose-only effect, or effect the other way, or a change in a side signal; inactive = no such curve, though single readings can be large or run the other way; the % refers to the polarisation; also: % is scaled to controls: 0 for no effect and ±100 for the full control effect
# BAZ2B inh = BAZ2B (human) inhibition; Q9UIF8; Potency, µM (doses to about 114 µM), for the others: top-dose activity change, negative = inhibition, hits mostly inhibitors; AlphaScreen BAZ2B-H3K14Ac peptide displacement; 360,000 compounds, 4.4% hits; AID 504333; also: % is scaled to controls: 0 for no effect and ±100 for the full control effect; nearly all actives have a fitted effect of over 60% in size
#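 In this displacement format the biotinylated H3(5-23) peptide acetylated at Lys14 serves as ligand at 50 nM, with BAZ2B at 50 nM in PBS pH 7.4 containing 0.01% Tween-20. Donor and acceptor beads are 10 ug/mL final.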
# BLM helicase inh = blocks DNA unwinding by human BLM helicase. recombinant BLM DNA unwinding, fluorescence dequenching. Potency, µM (series often up to 56.1 µM), for the others: top-dose activity change, negative = inhibition, hits mostly inhibitors. 350,000 compounds, 0.2% hits. AID 2528;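 also: plate controls were vehicle for no effect and no enzyme for full effect; nearly all actives have a fitted effect of over 35% in size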
# G9a block = inhibitors of human histone lysine methyltransferase G9a; 350,000 compounds, 8.8% hits; G9a H3K9 monomethylation, AlphaScreen, 2 h; Q96KQ7; Potency, µM (doses to about 102 µM), for the others: at the top dose activity, negative = inhibition, hits mostly inhibitors; also: % is scaled to controls: 0 for no effect and ±100 for the full control effect; nearly all actives have a fitted effect of over 75% in size
# Target sequence (Q96KQ7 913-1193 limits assumed): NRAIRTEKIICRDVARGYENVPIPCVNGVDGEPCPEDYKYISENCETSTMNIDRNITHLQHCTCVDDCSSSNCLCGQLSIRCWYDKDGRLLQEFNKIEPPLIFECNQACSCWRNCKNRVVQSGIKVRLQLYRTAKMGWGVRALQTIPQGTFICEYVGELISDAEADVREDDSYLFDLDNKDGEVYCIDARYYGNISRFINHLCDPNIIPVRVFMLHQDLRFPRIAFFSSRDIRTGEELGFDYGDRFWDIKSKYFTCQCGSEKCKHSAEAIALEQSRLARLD
#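 AlphaScreen read-out: biotin-H3K9 peptide (500 nM) methylation by 20 nM enzyme with 20 uM SAM, 2 h at room temperature after 15 min compound preincubation; anti-monomethyl H3K9 antibody plus donor/acceptor beads, 10 min dark.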
# JMJD2A Tudor = blocks the human JMJD2A Tudor domain; AlphaScreen JMJD2A-Tudor / H3K4me3 peptide binding; 390,000 compounds, 4.4% hits; O75164; Potency, µM (titrated, usually from 114 µM), for the others: at the highest dose activity change, negative = inhibition, hits mostly inhibitors; also: % is scaled to controls: 0 for no effect and ±100 for the full control effect; nearly all actives have a fitted effect of over 50% in size
# HP1b chromo inh = inhibitors of HP1-beta chromodomain binding to methylated histone tails; AlphaScreen HP1-beta / biotin-H3K9me3 peptide binding; P83916; 390,000 compounds, 0.56% hits; Potency, µM (highest dose often 114 µM), inactives show top-dose activity change, negative = inhibition, most hits filed as inhibitors; also: nearly all actives have a fitted effect of over 70% in size; inactives centre near 23
#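 HP1-beta protein (50 nM final) preincubated 30 min at room temperature with biotinylated H3(1-18)K9me3 peptide (50 nM) in PBS pH 7.4, 0.01% Tween-20, then compound added for 30 min. AlphaScreen streptavidin donor/nickel chelate acceptor beads (10 ug/mL final), 30 min dark, luminescence read.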
# Tb PGK inh = blocks T. brucei phosphoglycerate kinase. P07378. PGK/GAPDH coupled, Kinase-Glo luminescence, 60 min. 380,000 compounds, 0.043% hits. AID 602233. Potency, µM (doses to about 57.5 µM), for inactives: top-dose activity change, negative = inhibition, most hits filed as inhibitors; also: % is scaled to controls: 0 for no effect and ±100 for the full control effect; nearly all actives have a fitted effect of over 60% in size
#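 Luminescent ATP detection (Kinase-Glo Plus) follows a 60-minute room-temperature incubation, with wells lacking PGK as controls. Buffer: 100 mM TEA (pH 7.6), 5 mM MgCl2, 0.01% Tween-20. Coupling enzyme GAPDH (100 nM final) supplies unstable 1,3-BPG in-well.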
# Starred values were filed as active, the others as inactive; i = inactive; ? = inconclusive; nt = no result given; & = joins results of further samples; [ ] = dose if it differs, or a comment. Unless noted, calls follow the shape of the dose curve; as a rule, active = well fitted curve in the direction sought with a large enough effect; inconclusive = small, poorly fitted or top-dose-only effect, or another doubt; inactive = no such curve, though single readings can be large; an effect the other way counts as inactive or inconclusive. Potency is read from the fitted curve at half-maximal effect. An excerpt, so the mix of outcomes need not match the whole.
SMILES,POLI inh,GLS inh,Pin1 inhibitor,BAZ2B inh,BLM helicase inh,G9a block,JMJD2A Tudor,HP1b chromo inh,Tb PGK inh
CC1(C(=O)N(CC(=O)NC2CCCC2)Cc2ccc(Cl)cc2)CC(=O)N=C2C=CC=CN21 (stereo not given),98%[activator],6%,0%,-4%,-2%,3%,-2%,15%,9%
CC(C(=O)N1CCOCC1)c1ccccc1 (stereo not given),8%,-9%,-7%,-2%,nt,5%[2.33 µM],-15%,33%,-4%
Cc1cc(C)cc(NC(=O)c2ccc3c(O)c(S(=O)(=O)c4ccccc4)c(=O)[nH]c3c2)c1,-10%,13%,-9%,-25%,-6%,-35%[59 µM],-31%,-5%,-12%
CCC(=O)c1ccc(OCC(O)CN2CCN(S(=O)(=O)c3ccc(NC(C)=O)cc3)CC2)cc1 (stereo not given),-7%,0%,1%,6%,2%,0%,-19%,15%,-2%
CC1(C)CC(=O)C(C=NCCc2ccc(O)cc2)=C(O)C1,6%,6%,2%,nt,-3%,-12%[59 µM],-2%,9%,nt
CCC(C(=O)NCCc1ccc(Cl)cc1)n1ccc2cc(S(=O)(=O)N3CCCCC3)ccc21 (stereo not given),15%,2%,15%,-15%,-10%,-26%[59 µM],-8%,15%,-7%
Cc1cccc(-n2cc(CN3CCN(c4ccccn4)CC3)c(-c3cccc(F)c3)n2)c1,13%,-4%,0%,-20%,-9%,-3%,-9%,48%[activator],-7%
COc1ccc2c(c1)C(=O)CC(c1ccc(OC)c(OC)c1)O2 (stereo not given),-18%,0%,-1%,-30%,-13%,22%,0%,26%,-8%
O=C(c1ccco1)N1CCN(C(=O)C2CCCN(S(=O)(=O)Cc3ccccc3)C2)CC1 (stereo not given),9%,-5%,-6%,3%,0%,4%[2.33 µM],?,-3%,-3%
NC(=O)CN1C(=O)NC2(CCCc3ccccc32)C1=O (stereo not given),30%[activator],-21%,1%,-10%,-5%,47%,-1%,33%,4%
COc1ccccc1N1CCN(CCCCCCOc2ccc(F)cc2)CC1,14%,13%,-3%,-37%,3%,50µM*,-34%,1%,-2%
CCCn1nc(NC(=O)CC)c2cc3cccc(C)c3nc21,28%,-3%,0%,69%[activator],-1%,62%[activator],33%[activator],111%[activator],10%
CCC(C)[C@H](NC(=O)N1CCCC1)C(=O)OC (stereo not given in full),-1%,1%,-3%,30%,-21%,-46%[59 µM],-12%,15%,i
O=C(Nc1cc([N+](=O)[O-])ccc1C(=O)NCCN1CCOCC1)c1ccccc1,-10%,0%,-4%,-21%,1%,-10%,-22%,17%,-3%
COc1ccc(NC(=S)NCc2ccc(F)cc2)cc1,29%,17%,-4%,-31%,-3%,-2%[2.33 µM],-9%,39%[activator],i
O=C(CSc1ccc(-c2cccs2)nn1)c1cccs1,10%,2%,1%,6%,-12%,?,-17%,31%,-1%
CCOC(=O)c1sc2ncnc(Nc3cccc(C(=O)O)c3)c2c1C,-1%,1%,-2%,-25%,-8%,nt,-11%,43%[activator],i
CCOc1ccc(S(=O)(=O)N/N=C(\C)c2ccc(Cl)c(Cl)c2Cl)cc1,6%,12%,2%,10%,-1%,?,-11%,?,-6%
O=C(NCC1c2ccccc2CCN1C(=O)CN1C(=O)c2ccccc2C1=O)C1CCCCC1 (stereo not given),-7%,-11%,-6%,?,-2%,-41%,2%,28%,-3%
COc1ccc(NC(=O)Cn2nnc(C(=O)NCc3ccco3)c2N)c(OC)c1,-22%&-8%,-15%&-6%,3%&-4%,-1%,-10%&-2%,-29%[59 µM],-17%&-1%,16%&29%,4%&-1%
O=c1oc2c3c(ccc2c2ccccc12)OCN(Cc1ccc(Cl)cc1)C3,?,17%,4%,-27%,8%,1.4µM*,-15%,39%[activator],-7%
COc1nc(N)c(S(=O)(=O)c2ccccc2C)cc1C#N,4%,4%,47%[activator],2%,-4%,20%[59 µM],-7%,23%,i
CC(=O)c1ccc(S(=O)(=O)Nc2ccc(-c3ccc(N4CCCCC4)nn3)cc2)cc1,?,3%,22%,-17%,-5%,?,-30%,-10%[57 µM],-1%
COc1ccc(OC)c(/C=N\Nc2nccs2)c1,40%[activator],-2%,-2%,nt,nt,nt,-30%,-10%,-4%
CC(C)NC(=O)NC(=O)COC(=O)/C=C/c1ccc2c(c1)OCO2,41%[activator],-3%,8%,-8%,-1%,-43%[12.7 µM],-20%,18%,-15%
CC1=Nc2cc(C(=O)NCCCN3CCN(C)CC3)ccc2Sc2ccc(C)cc21,-10%,-1%,2%,?,4%,7%,-30%,16%,i
COCc1ccc(CN2CCCC(CO)(Cc3cccc(Cl)c3)C2)o1 (stereo not given),21%,6%,-6%,-18%,-3%,?,-25%,16%,-5%
CCOc1ccc(NC(=S)N2CCC(C(N)=O)CC2)cc1,21%,39%[activator],-8%,-1%,-10%,13%[59 µM],-7%,17%,-8%
CCn1c(SC(=O)NC2CCCCC2)nnc1-c1cccs1,-9%,4%,-9%,4%,-2%,?,4.5µM*,22µM*,i
COc1ccccc1CNCC(O)(c1ccc(F)cc1)c1ccc(F)cc1,-4%,-16%,-1%,3%,-4%,-5%,10%,65%[activator],nt

# Some of these compounds in order of number of heavy atoms, rising:
SMILES,POLI inh,GLS inh,Pin1 inhibitor,BAZ2B inh,BLM helicase inh,G9a block,JMJD2A Tudor,HP1b chromo inh,Tb PGK inh
COc1nc(N)c(S(=O)(=O)c2ccccc2C)cc1C#N,4%,4%,47%[activator],2%,-4%,20%[59 µM],-7%,23%,i
CCn1c(SC(=O)NC2CCCCC2)nnc1-c1cccs1,-9%,4%,-9%,4%,-2%,?,4.5µM*,22µM*,i
CC(C)NC(=O)NC(=O)COC(=O)/C=C/c1ccc2c(c1)OCO2,41%[activator],-3%,8%,-8%,-1%,-43%[12.7 µM],-20%,18%,-15%
COCc1ccc(CN2CCCC(CO)(Cc3cccc(Cl)c3)C2)o1 (stereo not given),21%,6%,-6%,-18%,-3%,?,-25%,16%,-5%
O=c1oc2c3c(ccc2c2ccccc12)OCN(Cc1ccc(Cl)cc1)C3,?,17%,4%,-27%,8%,1.4µM*,-15%,39%[activator],-7%
COc1ccc(NC(=O)Cn2nnc(C(=O)NCc3ccco3)c2N)c(OC)c1,-22%&-8%,-15%&-6%,3%&-4%,-1%,-10%&-2%,-29%[59 µM],-17%&-1%,16%&29%,4%&-1%
CC1=Nc2cc(C(=O)NCCCN3CCN(C)CC3)ccc2Sc2ccc(C)cc21,-10%,-1%,2%,?,4%,7%,-30%,16%,i
CC(=O)c1ccc(S(=O)(=O)Nc2ccc(-c3ccc(N4CCCCC4)nn3)cc2)cc1,?,3%,22%,-17%,-5%,?,-30%,-10%[57 µM],-1%
O=C(NCC1c2ccccc2CCN1C(=O)CN1C(=O)c2ccccc2C1=O)C1CCCCC1 (stereo not given),-7%,-11%,-6%,?,-2%,-41%,2%,28%,-3%

# (list continues)
SMILES,POLI inh,GLS inh,Pin1 inhibitor,BAZ2B inh,BLM helicase inh,G9a block,JMJD2A Tudor,HP1b chromo inh,Tb PGK inh
COc1ccc(/C=N/NC(=O)c2ccc(CN3C(=O)c4cccc5cccc3c45)cc2)cc1O,30%,6%,17%,17%,-8%,-7%,10%,35%[activator],-8%
COc1ccc(NC(C)=O)cc1S(=O)(=O)NC(Cc1ccccc1)C(=O)NCc1ccccc1C (stereo not given),39%[activator],0%,-8%,-2%,-7%,26%,-18%,6%,-13%
CCc1ccccc1NC(=O)c1nn(-c2ccc(C)cc2)c(=O)c2c1c1ccccc1n2C,?,-6%,0%,nt,-2%,13%[59 µM],3%,18%,-4%
Cc1ccc(CN2CCNC(=O)C2CC(=O)NC2CCCCCC2)o1 (stereo not given),5%,-8%,-5%,3%,-4%,nt,-3%,28%,-2%
CCOc1cc(C)c(S(=O)(=O)NCCCn2ccnc2)cc1C,4%,-2%,3%,-36%,-11%,?,-16%,15%,4%
Cc1ccc(-c2nnc(-c3ccccc3)o2)cc1Br,31%[activator],6%,1%,nt,nt,nt,-4%,29%,0%
CN(C)c1ccc(/C=N\NC(=O)c2ccc(Cn3cc(Cl)cn3)cc2)cc1,9%,23%,22%,-11%,-8%,-12%,-12%,7%,-10%
CC(C)=C(NC(=O)c1ccccc1Br)C(=O)NCCc1nc2ccccc2[nH]1,89%[activator],-2%,-3%,-4%,-5%,nt,8%,14%,-4%
COc1ccc(OCCSc2nc(-c3ccccc3)cc(=O)[nH]2)cc1,53%[activator],2%,0%,2%,0%,0%,-8%,12%,-8%
O=C(NCCO)c1cc2ccccc2cc1O,-6%,17%,-13%,4%&5%,0%&1%,8%[59 µM],-13%,6%,-6%
O=[N+]([O-])c1ccc(N(CC(O)CN2CCCCC2)S(=O)(=O)c2ccccc2)cc1 (stereo not given),53%[activator],0%,-9%,0%,-3%,5%,-25%,-22%,-8%
Cc1nc2cc(NC(=O)Nc3ccccc3Cl)ccc2n1C,71%[activator],0%,-4%,-6%,-3%,10%,-14%,20%,-5%
Cn1c(=O)c2c(ncn2CC(N)=O)n(C)c1=O,8%,4%,2%,8%,-2%,0%[12.7 µM],3%,53%[activator],3%
O=C(CSc1nc(-c2ccco2)cc(C(F)(F)F)n1)NCC1CCCO1 (stereo not given),-19%,-3%,0%,-4%,-2%,6%[59 µM],-8%,25%,-9%[11.5 µM]
COc1ccc(Cl)cc1C(=O)NNC(=O)COC(=O)c1ccc(Br)o1,-6%,4%,2%,nt,nt,nt,-8%,34%,-2%
